HDAC3 inhib = HDAC3 deacetylase inhibitors, primary screen, biochemical, fluorescence, cell-free homogeneous | Histone deacetylase 3 (Homo sapiens), O15379 | recombinant HDAC3, fluorogenic peptide/trypsin coupled | inhibition, % at 8.3 µM | actives 0.15% (n = 320,000); in the data active = inhibition above about 26%, passing the limit was not always enough; inconclusive = no clear call, values can overlap the other calls
KCNK9 block = KCNK9 potassium channel inhibitors, primary screen, HEK293 cells, thallium flux | actives 1.2% (n = 310,000) | B-score at 10 µM | Potassium channel subfamily K member 9 (Homo sapiens), Q9NPC2 | FluxOR thallium flux fluorescence; stronger effect = lower value;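 active = ratio B-score over 3 SD below the library mean, with starting fluorescence within 5 SD of its mean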;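 also: negative B-score means less thallium flux so channel inhibition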
Target sequence (Q9NPC2 whole entry, looked up): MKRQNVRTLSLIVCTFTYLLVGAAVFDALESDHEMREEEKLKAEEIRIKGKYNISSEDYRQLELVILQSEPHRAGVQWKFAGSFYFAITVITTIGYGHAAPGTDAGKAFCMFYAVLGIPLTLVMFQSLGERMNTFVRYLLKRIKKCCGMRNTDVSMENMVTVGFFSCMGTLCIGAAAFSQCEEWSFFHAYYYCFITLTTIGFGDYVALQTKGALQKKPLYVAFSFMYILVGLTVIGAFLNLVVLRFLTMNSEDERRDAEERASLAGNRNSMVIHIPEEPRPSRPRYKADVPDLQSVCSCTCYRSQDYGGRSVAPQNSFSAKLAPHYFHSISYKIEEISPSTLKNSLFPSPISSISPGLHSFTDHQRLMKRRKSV
TMEM16A inh = TMEM16A chloride channel inhibitors, primary screen, cell-based, HTS; Anoctamin-1 (Mus musculus), Q8BHY3; HEK293 TMEM16A/YFP iodide influx fluorescence, ionomycin; normalized B-score (activity score, 25-100; higher = stronger inhibition) at 10 µM; actives 1.2% (n = 310,000); AID 588511, 2011;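 active = ratio plate-corrected score three or more library SD toward inhibition, starting fluorescence score within five deviations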;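 also: score derived from kinetic fluorescence span divided by baseline fluorescence per well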
TRPC4 potent = positive allosteric modulators of TRPC4, primary screen, cell-based, mouse TRPC4beta, HEK293 mu-opioid, Fluo-4 calcium; B-score at 10 µM; actives 0.42% (n = 310,000); DAMGO EC20, Fluo-4 Ca2+ flux; stronger effect = higher value;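 active = B-score of calcium response area above 5 SD of library B-scores, with initial fluorescence ratio within 5 SD of library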;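 also: B-score of integrated fluorescence ratio over time as area under calcium response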
TRPC4 agonist = activators of mouse TRPC4 channel, primary screen, Fluo4 calcium, HEK293 TRPC4beta/mu-opioid cells. B-score at 10 µM. actives 0.49% (n = 310,000). Short transient receptor potential channel 4 (Mus musculus), Q9QUQ5. AID 2237, 2010. Fluo4 calcium fluorescence; stronger effect = higher value;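 active = B-score above 5 SD of library B-scores, and initial fluorescence ratio not above library mean plus 5 SD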;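 also: positive B-score marks a calcium rise read as TRPC4 activation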
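system = HEK293 cells stably co-expressing mouse TRPC4beta and mu-opioid receptor | schedule = Fluo4 dye loading 45 min at room temperature, 110 s recording | measure = B-scored integrated calcium fluorescence ratio | signal = Fluo4 calcium-sensitive dye fluorescence, kinetic, 1 Hz baseline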
KCNQ1 inh = inhibitors of human KCNQ1 channel, primary screen, cell-based, thallium flux, high-throughput; Potassium voltage-gated channel subfamily KQT member 1 (Homo sapiens), P51787; B-score at 10 µM; CHO-K1 KCNQ1, FluxOR thallium flux fluorescence; stronger effect = higher value; actives 1.3% (n = 310,000);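 active = compounds whose thallium flux B-score, printed positive for inhibition, exceeds three library SD while starting fluorescence stays within three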;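 also: channel opened by potassium depolarization with thallium stimulus after 20 min compound exposure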
KCNQ1 act = potentiators or activators of KCNQ1 channel, primary screen, cell-based, thallium flux, high-throughput; CHO-K1 KCNQ1, thallium flux FluxOR fluorescence; stronger effect = higher value; B-score at 10 µM; actives 0.35% (n = 310,000); AID 2648, 2010;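 active = fluorescence ratio B-score, a plate-corrected score, at least three library SD, with initial intensity B-score within 5 SD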
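Assay system: CHO-K1 cells stably expressing KCNQ1; Medium: assay buffer with matched DMSO; Also added: K+/Tl+ depolarizing stimulus; Dosing: single dose; Timing: dye 90 min, compound 20 min, room temperature; Measured by: kinetic FluxOR thallium fluorescence, 10-s 1-Hz baseline, 110-s post-stimulus read; Read-out: peak-minus-minimum fluorescence over initial fluorescence, negative-control normalized, B-scored.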
DYRK1A inh = rat Dyrk1A kinase inhibitors, primary screen, biochemical, single point, plate reader | ADP-Glo luminescence, NFATc1 peptide | actives 0.43% (n = 310,000) | Dual specificity tyrosine-phosphorylation-regulated kinase 1A (Rattus norvegicus), Q63470 | inhibition, % at 12.5 µM | AID 504441, 2011; in the data active = inhibition above about 50%;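 also: plate controls were vehicle with enzyme for no effect and no enzyme for full effect; many of its hits are not listed in these tables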
hERG rescue = hERG rescue from dofetilide block, primary screen, cell-based, CHO-hERG, FluxOR thallium flux, dofetilide IC70. Voltage-gated inwardly rectifying potassium channel KCNH2 (Homo sapiens), Q12809. dofetilide IC70 present. activation (rescue from dofetilide block), less the hit threshold, % at 10 µM. actives 0.51% (n = 310,000). AID 1511, 2009;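 active = activation above the mean of controls blocked by dofetilide plus 5 SD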;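 also: thallium influx through hERG after potassium depolarization seen as dye fluorescence rise; in these data hits start at about 4.7%; inactives centre near -7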
KCNK3 block = human KCNK3 channel inhibitors, primary screen, CHO cells, FluxOR thallium flux, B-score; Potassium channel subfamily K member 3 (Homo sapiens), O14649; B-score at 10 µM; AID 602410, 2012; actives 0.84% (n = 340,000); FluxOR fluorescence; stronger effect = lower value;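 active = B-score under library mean minus 4 SD, starting fluorescence ratio at most library mean plus 5 SD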;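 also: more negative B-score means stronger inhibition of thallium flux through KCNK3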
Target sequence (O14649 whole entry, looked up): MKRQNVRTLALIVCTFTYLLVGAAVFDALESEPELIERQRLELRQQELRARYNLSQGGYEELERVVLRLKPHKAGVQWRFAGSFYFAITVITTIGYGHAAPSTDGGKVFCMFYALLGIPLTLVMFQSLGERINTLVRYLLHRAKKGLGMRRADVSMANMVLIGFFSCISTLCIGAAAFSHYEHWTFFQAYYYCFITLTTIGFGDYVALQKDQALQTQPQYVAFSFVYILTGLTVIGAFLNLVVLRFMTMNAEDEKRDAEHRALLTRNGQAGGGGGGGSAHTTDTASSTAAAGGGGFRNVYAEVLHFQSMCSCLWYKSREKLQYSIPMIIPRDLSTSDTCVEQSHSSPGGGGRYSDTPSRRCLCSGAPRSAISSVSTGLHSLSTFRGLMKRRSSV
ANO1 activ = TMEM16A chloride channel activators or potentiators, primary screen, cell-based, HTS | B-score at 10 µM | HEK293 TMEM16A/YFP-H148Q/I152L, iodide quench fluorescence; stronger effect = lower value | Anoctamin-1 (Mus musculus), Q8BHY3 | AID 623877, 2012 | actives 0.3% (n = 340,000);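 active = fluorescence-ratio B-score plate-corrected deviation score at least 3 library SD below zero, with starting fluorescence score within 5 deviations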;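 also: channel opened by trigger with iodide after compound preincubation; score built on the fluorescence ratio of max minus min over baseline; more negative score means more quench and so TMEM16A activation or potentiation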
The depositor's hits bear a star; i = inactive; ? = inconclusive; . = not tested or not shown. These rows are one share of the data; rates above refer to the full screens.

SMILES	HDAC3 inhib	KCNK9 block	TMEM16A inh	TRPC4 potent	TRPC4 agonist	KCNQ1 inh	KCNQ1 act	DYRK1A inh	hERG rescue	KCNK3 block	ANO1 activ
COc1ccc(Cl)cc1NC(=O)CNCc1cccs1	-0.4	i	i	i	i	i	i	11.9	-7.9	i	i
Brc1ccccc1OCCCCCN1CCCC1	-2.2	i	i	i	i	i	i	.	-13.9	.	.
COc1ccc(N2CCN(c3ccc(NC(=O)NN)cc3)CC2)cc1	-6.2	i	i	i	i	i	i	-3.9	-7.3	i	i
Cc1nn(Cc2ccc([N+](=O)[O-])cc2)c(=O)n1-c1ccc(F)cc1	-9.0	i	i	i	i	i	i	-1.2	-2.1	i	i
COc1ccc2oc(C(=O)OCC(=O)NC(C)(C#N)C3CC3)c(C)c2c1 (stereo not drawn)	-17.9	i	i	i	i	i	i	23.6	-8.5	i	i
O=C(NCc1ccc2c(c1)OCO2)c1cccc(S(=O)(=O)N2CCOCC2)c1	-0.8	i	i	i	i	i	i	1.3	-5.4	i	i
CC1(C)C([N+](=O)[O-])C(c2ccc(F)cc2)NC(c2ccc(F)cc2)C1[N+](=O)[O-] (stereo not drawn)	11.0	i	i	i	i	i	i	.	-5.0	i	i
O=C(COC(=O)c1cnccn1)Nc1ncc(Cl)cc1Cl	-2.2	i	i	i	i	i	i	9.5	-13.7	i	i
Cc1cccc(CSc2nnc(CCNC(=O)OC(C)(C)C)o2)c1	3.6	i	i	i	i	i	i	.	-9.9	i	i
CCc1ccc(-c2cnc3nc[nH]c(=O)c3n2)cc1	-46.3	i	i	i	i	i	i	4.0	-12.9	i	i
CCOC(=O)c1c[nH]c2c(C(=O)c3ccccc3)cc(Cl)cc2c1=O	3.5	i	i	i	i	i	i	1.8	-8.4	i	i
CC(C)CCNC(=O)CSc1nnc(-c2ccc(S(=O)(=O)N3CCCC3)cc2)n1C	-3.9	i	i	i	i	i	i	-7.8	-4.3	i	i
COc1ccccc1NC(=O)C(=O)N/N=C/c1cccs1	-1.6	i	i	i	i	i	i	-1.1	-3.5	i	i
CCCc1nc2ccc(NC(=O)NCCC(=O)OCC)cc2c(=O)n1Cc1cccc(Cl)c1	-4.6	i	i	i	i	i	i	-1.4	-6.4	i	i
COc1ccc(/C=C2\Oc3cc(OCC(=O)N4CCC[C@H]4CO)ccc3C2=O)c(OC)c1	4.8	i	i	i	i	i	i	6.3	-18.5	i	i
CC(=O)c1c(C)[nH]c(C(=O)NCc2ccco2)c1C	.	i	i	i	i	i	i	-0.9	-11.6	i	i
COC(=O)c1ccc(N2CCN(C)CC2)c(NC(=O)COc2ccc(OC)cc2)c1	5.5	i	i	i	i	i	i	-4.9	-16.6	i	i
O=C1CC(=O)CC(c2ccccc2Cl)C1	-10.3	i	i	i	i	i	i	-1.3	-3.5	i	i
COc1cccc(CNS(=O)(=O)c2ccc3c(c2)NC(=O)CS3)c1	-1.1	i	i	i	i	i	i	-0.6	-5.7	i	i
CC(=O)Cc1nsc(NC(=O)c2cccc(F)c2)n1	-4.3	i	i	i	i	i	i	-2.7	-3.2	i	i
COC(=O)c1ccc(N2CCN(C)CC2)c(NC(=O)c2sc3ccccc3c2Cl)c1	3.5	i	i	i	71*	i	i	.	-8.3	i	i
COc1cc(C(=O)N2CCN=C2c2ccccc2)cc(OC)c1OC	-6.4	.	i	.	.	.	.	5.2	.	i	i
O=C(Nc1cccc(Cl)c1)N1CCOCC1	1.1	i	i	i	i	i	i	.	-12.6	i	i
CC(C)(C)NS(=O)(=O)c1ccc(CCC(=O)NCc2ccccn2)cc1	-4.3	i	i	i	i	i	i	1.8	-5.2	i	i
CC(Sc1nnc(-c2ccc(C(C)(C)C)cc2)n1C)C(N)=O (stereo not drawn)	-0.8	.	i	.	.	.	.	3.6	.	i	i
Cc1ccc(Sc2cc(C(=O)NCCN(C)C)c3ccccc3n2)cc1	-1.8	i	i	i	203*	i	i	-3.4	-4.0	i	i
CCOC(=O)Cc1nc2ccccc2[nH]1	0.4	i	i	i	i	i	i	1.3	-7.6	i	i
CCOc1ccc(N2C(=O)/C(=C/c3ccccc3)N=C2SC)cc1	-2.6	i	i	i	i	i	i	-5.4	-6.5	i	i
C=CCSc1nnc(NC(=O)CCNC(=O)c2ccco2)s1	1.5	i	i	i	i	i	i	-4.5	-6.8	i	i
O=C(NC1CCCC1)c1cnn2c(C(F)(F)F)cc(-c3ccc4c(c3)OCO4)nc12	-1.3	i	i	i	i	i	i	4.9	-7.5	i	i
COC(=O)c1ccc(CN2CCN(CCCc3ccccc3)C(CCO)C2)cc1 (stereo not drawn)	-0.9	i	i	i	i	i	i	-5.2	-7.1	i	i
Cc1ccc2[nH]c(=O)c(C(c3nnnn3C(C)(C)C)N(Cc3ccco3)CC3CCCO3)cc2c1 (stereo not drawn)	1.1	i	i	i	i	i	i	-5.5	-6.3	i	i
CN(C)c1nc2n(c(=O)n1)C(C#N)CS2 (stereo not drawn)	0.4	i	i	i	i	i	i	14.1	-1.3	i	i
O=C(O)c1ccccc1NCCO	-10.3	i	i	i	i	i	i	.	-13.0	i	i
COC(=O)Cc1ccc(NC(=O)c2ccc(C(C)(C)C)cc2)cc1	6.9	i	100*	i	i	i	i	6.0	-9.8	i	i
CCn1c(SCC(=O)N2CCCC2)nnc1-c1ccco1	-0.2	i	i	i	i	i	i	-11.2	-2.9	i	i
O=S(=O)(c1ccc(Nc2ccc(-c3ccc4c(c3)OCCO4)nn2)cc1)N1CCCC1	5.0	i	i	i	i	i	i	-1.1	-3.0	i	i
CCCCCN(C(=O)NC(=O)Nc1ccc(C)cc1C)S(C)(=O)=O	15.8	i	i	i	i	i	i	-8.1	-4.1	i	i
CS(=O)(=O)c1ccc(Cl)c(NC(=O)c2cccc(Br)c2)c1	-2.0	i	i	i	i	i	i	-3.3	-7.9	i	i
Cc1ccc2c(c1)C1CN(C)CCC1N2C(=O)COc1ccc(N(C)C(=O)c2ccccc2)cc1 (stereo not drawn)	-2.4	i	i	i	i	i	i	3.0	-8.3	i	i
Nc1nnnn1CC(=O)N/N=C/c1ccc(-c2cccc(Cl)c2)o1	-3.7	i	i	i	i	i	i	-2.3	-9.6	i	i
COc1cccc(NC(=O)Cn2c(=O)n(-c3ccccc3)c(=O)c3sccc32)c1	-3.5	i	i	i	i	i	i	5.9	-7.7	i	i
CC(C)NC(=O)C(C)n1cccc1C(=O)c1ccccc1 (stereo not drawn)	2.2	i	i	i	i	i	i	-2.5	-3.0	i	i
CCCN(CCC)Cc1c(C(=O)N/N=C/c2ccsc2)nnn1-c1nonc1N	?	i	i	i	i	i	i	16.5	-9.5	i	i
C[C@@H](CSc1ccccc1)CN1CC[C@H](O)CCC1=O	0.0	i	i	i	i	i	i	.	-1.3	i	i
COc1ccccc1CCNC(=O)C(=O)NCCC1CCCCN1S(=O)(=O)c1cccs1 (stereo not drawn)	-3.1	i	i	i	i	i	i	11.9	-13.8	i	i
COCCCNC(=O)Cn1c(=O)n(Cc2ccc(F)cc2)c(=O)c2sccc21	0.7	i	i	i	i	i	i	8.4	-4.4	i	i
Cc1ccccc1-c1nc(CS(=O)(=O)CC(=O)NCCCN2CCCC2)c(C)o1	-4.4	i	i	i	i	i	i	0.6	-6.3	i	i
Cn1c(=O)c2c(nc(SCC(=O)O)n2Cc2cccc(C(F)(F)F)c2)n(C)c1=O	5.1	i	i	i	i	i	i	2.4	-1.6	i	i
O=S(=O)(Nc1cccc2cn[nH]c12)c1ccc(F)cc1	-1.4	i	i	i	i	i	i	.	-8.8	i	i
Cn1cnnc1SCC(=O)N1CCC(Cc2ccccc2)CC1	-0.2	i	i	i	i	i	i	-1.3	-9.5	i	i
Cc1cccc(S(=O)(=O)N2CCN(Cc3ccc4c(c3)OCO4)CC2)c1	-4.6	i	i	i	i	i	i	-5.5	-7.5	i	i
O=C(Nc1ccc(S(=O)(=O)Nc2ncccn2)cc1)c1ccccc1Br	-4.6	i	i	i	i	i	i	1.7	-5.3	i	i
O=C1CCc2cc(S(=O)(=O)N3CCN(c4cccc(Cl)c4)CC3)ccc2N1	13.5	i	i	i	i	i	i	-9.8	-6.5	i	i
Cc1cccc(OCC(=O)N/N=C\c2cc3c(cc2[N+](=O)[O-])OCO3)c1C	8.1	i	25*	i	i	i	i	3.4	-6.9	i	i

Screening results as filed in PubChem BioAssay.
